Screens from PubChem BioAssay.
LmPK inh: qHTS Assay for Inhibitors of Leishmania Mexicana Pyruvate Kinase (LmPK); Q27686; purified LmPK, Kinase-Glo ATP luminescence, 1 h; Potency, µM (series often up to 57.5 µM), for inactives: top-dose activity change, negative = inhibition, usual class: inhibitors; hit rate 0.37% among 290,000; AID 1721, 2009; further: potency means the concentration at half of the fitted maximal effect
Target sequence (Q27686 whole entry, looked up): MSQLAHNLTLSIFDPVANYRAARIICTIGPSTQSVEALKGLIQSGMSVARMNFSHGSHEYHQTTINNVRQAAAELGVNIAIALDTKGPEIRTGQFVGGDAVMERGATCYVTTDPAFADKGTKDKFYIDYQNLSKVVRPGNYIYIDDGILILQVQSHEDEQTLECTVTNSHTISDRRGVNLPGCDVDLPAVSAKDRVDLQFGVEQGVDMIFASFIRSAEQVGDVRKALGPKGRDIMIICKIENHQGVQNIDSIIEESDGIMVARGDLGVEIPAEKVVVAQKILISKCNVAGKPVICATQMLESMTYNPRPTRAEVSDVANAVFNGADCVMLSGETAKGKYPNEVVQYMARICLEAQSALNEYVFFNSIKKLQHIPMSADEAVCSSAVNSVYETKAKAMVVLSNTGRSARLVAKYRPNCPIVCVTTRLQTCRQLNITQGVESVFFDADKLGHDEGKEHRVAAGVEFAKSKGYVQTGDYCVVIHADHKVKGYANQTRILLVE
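qHTS format; LmPK 0.1 nM; substrates PEP 0.5 mM and ADP 0.1 mM. One-hour room-temperature incubation, then coupled luciferase luminescence; 0.5 nM enzyme wells mark activation.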
AmpC inh no detg: qHTS Inhibitors of AmpC Beta-Lactamase (assay without detergent). P00811. AID 485341, 2010. AmpC nitrocefin hydrolysis, absorbance 480 nm, 0.0001% Triton. hit rate 0.52% among 330,000. Potency, µM (titrated, usually from 57.1 µM), for the others: top-dose activity change, negative = inhibition, hits mostly inhibitors;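 further: potency means the concentration at half of the fitted maximal effect; plate controls were no compound for no effect and no enzyme for full effect; nearly all actives have a fitted effect of over 20% in size; some results filed as inactive show a strong effect at the top dose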
Target sequence (P00811 whole entry, looked up): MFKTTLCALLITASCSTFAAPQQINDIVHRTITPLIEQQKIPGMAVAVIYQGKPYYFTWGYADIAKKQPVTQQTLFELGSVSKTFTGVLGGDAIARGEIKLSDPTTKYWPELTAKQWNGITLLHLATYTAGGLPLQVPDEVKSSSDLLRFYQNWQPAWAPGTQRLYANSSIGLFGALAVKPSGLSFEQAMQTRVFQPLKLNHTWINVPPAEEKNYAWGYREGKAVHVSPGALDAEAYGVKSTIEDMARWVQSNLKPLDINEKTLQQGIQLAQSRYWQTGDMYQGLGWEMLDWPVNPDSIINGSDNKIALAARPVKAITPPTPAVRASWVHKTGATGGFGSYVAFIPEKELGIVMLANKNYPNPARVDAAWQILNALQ
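AmpC (5.3 nM in the dispensed reagent) in 20 mM phosphate pH 7.0 with 0.01% (detergent screen) or 0.0001% Triton X-100 was preincubated with compounds for 15 min at room temperature. Nitrocefin was then added from an 800 uM solution, and hydrolysis was followed at 480 nm.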
Tb PYK inh: qHTS of Trypanosoma Brucei Inhibitors; pyruvate kinase (Trypanosoma brucei), Q57TT1; TbPYK enzyme, Kinase-Glo Plus ATP luminescence, 45 min; Potency, µM (series often up to 76.8 µM), for the others: at the top dose activity, negative = inhibition, most hits filed as inhibitors; hit rate 0.12% among 410,000; AID 624173, 2012; further: potency means the concentration at half of the fitted maximal effect; nearly all actives have a fitted effect of over 50% in size
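Screened from lowest to highest concentration, compounds were pinned into TbPYK/substrate mixtures, and ADP (130 uM final) was added. Plates sat at room temperature for 45 min prior to Kinase-Glo Plus detection by luminescence.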
Sm TGR block: qHTS Assay for the Inhibitors of Schistosoma Mansoni Peroxiredoxins. Schistosoma mansoni thioredoxin glutathione reductase (TGR), Q962Y6. purified TGR, DTNB reduction, TNB absorbance 405 nm. Potency, µM (titrated, usually from 114 µM), for the others: at the top dose activity change, negative = inhibition, actives largely listed as inhibitors. hit rate 3% among 360,000; further: potency means the concentration at half of the fitted maximal effect; nearly all actives have a fitted effect of over 60% in size
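Kinetic colorimetric format: TGR-catalysed, NADPH-driven DTNB reduction monitored via TNB absorbance. Enzyme dispensed at 20 nM; compound exposure 15 min at room temperature before reaction start.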
AMA1-RON2 inh: qHTS for Inhibitors of AMA1-RON; Towards Development of Antimalarial Drug Lead: Primary Screen. hit rate 0.2% among 360,000. AID 720542, 2013. Plasmodium falciparum AMA1 (3D7) - RON2 peptide interaction. Potency, µM (titrated, usually from 58.2 µM), for the others: at the highest dose activity change, negative = inhibition, usual class: inhibitors. AlphaScreen AMA1-biotinylated RON2 peptide binding;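 further: potency means the concentration at half of the fitted maximal effect; 0% = vehicle wells and -100% = peptide control; nearly all actives have a fitted effect of over 45% in size; some results filed as inactive show a strong effect at the top dose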
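AMA1 (3D7) with his tag at 25 nM final met compounds first, then biotinylated RON2 peptide at 25 nM; detection used donor plus acceptor beads, 10 µg/mL apiece, read by AlphaScreen after 30 min at room temperature.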
AmpC detergent: qHTS Inhibitors of AmpC Beta-Lactamase (assay with detergent) | hit rate 0.041% among 370,000 | P00811 | Potency, µM (titrated, usually from 114 µM), inactives show top-dose activity change, negative = inhibition, actives largely listed as inhibitors | AmpC hydrolysis of nitrocefin, absorbance 480 nm, 0.01% Triton;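 further: potency means the concentration at half of the fitted maximal effect; 0% = no-compound wells and -100% = no-enzyme wells; nearly all actives have a fitted effect of over 25% in size; some results filed as inactive show a strong effect at the top dose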
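AmpC (5.3 nM in the dispensed reagent) in 20 mM phosphate pH 7.0 with 0.01% (detergent screen) or 0.0001% Triton X-100 was preincubated with compounds for 15 min at room temperature. Nitrocefin was then added from an 800 uM solution, and hydrolysis was followed at 480 nm.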
HCMV inh: qHTS Assay for inhibitors of the human cytomegalovirus (HCMV) | hit rate 4.5% among 410,000 | AID 1259415, 2018 | activity change, negative = inhibition, % at 57.5 µM | HFF cells, HCMV-luciferase reporter, 72 h; active compounds read low; in the data active means activity change below about -60%; inconclusive means no clear call, values can overlap the other calls; inactive means above about -39%
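Two-dose cell screen: HFF monolayers treated with compounds and infected with luciferase-expressing HCMV at 1 PFU/cell, 72 h at 37C, then lysed for luciferase measurement.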
* = called active by the depositor; & = joins results of further samples; [ ] = another dose, or the depositor's remark. Unless noted, the call rests on the fitted dose curve; in most records, active means well fitted curve in the direction sought with a large enough effect; inconclusive means small, poorly fitted or top-dose-only effect, or another doubt; inactive means no such curve, though single readings can be large; an effect the other way counts as inactive or inconclusive. Unless noted, on the % scale 0 is the no-effect control and ±100 the full control effect.

Start of the listing, in advance (3 entries):
How did Cc1cc(C)n(CC(=O)N2c3ccccc3Sc3ccccc32)n1 do in these assays?
LmPK inh: 4%; AmpC inh no detg: 56%; Tb PYK inh: 5%; Sm TGR block: -12%; AMA1-RON2 inh: 0%; AmpC detergent: inconclusive; HCMV inh: 46

How did Cc1ccc(C2=NN(C(=O)CCC(=O)O)C(c3ccc4c(c3)OCO4)C2)cc1 (stereo unspecified) do in these assays?
LmPK inh: 1%; AmpC inh no detg: -24%; Tb PYK inh: -1%; Sm TGR block: 2%; AMA1-RON2 inh: -4%; AmpC detergent: -8%; HCMV inh: 14

What do the screens show for `C=CCNc1ncnc2c1ncn2[C@H]1CN(Cc2ccco2)C[C@@H](CO)O1`?
Tb PYK inh: 0%; AMA1-RON2 inh: 17%; HCMV inh: 53

Results, previewed entries included:
How did Cc1cc(C)n(CC(=O)N2c3ccccc3Sc3ccccc32)n1 do in these assays?
LmPK inh: 4%; AmpC inh no detg: 56%; Tb PYK inh: 5%; Sm TGR block: -12%; AMA1-RON2 inh: 0%; AmpC detergent: inconclusive; HCMV inh: 46

How did Cc1ccc(C2=NN(C(=O)CCC(=O)O)C(c3ccc4c(c3)OCO4)C2)cc1 (stereo unspecified) do in these assays?
LmPK inh: 1%; AmpC inh no detg: -24%; Tb PYK inh: -1%; Sm TGR block: 2%; AMA1-RON2 inh: -4%; AmpC detergent: -8%; HCMV inh: 14

What do the screens show for `C=CCNc1ncnc2c1ncn2[C@H]1CN(Cc2ccco2)C[C@@H](CO)O1`?
Tb PYK inh: 0%; AMA1-RON2 inh: 17%; HCMV inh: 53

Results for CCC1CN(S(=O)(=O)c2cc(-c3cc(C)no3)ccc2C)c2cc(Cl)ccc2O1 (stereo unspecified) ?
Tb PYK inh: 7%[15.4 µM]; Sm TGR block: 5%; AmpC detergent: 1%; HCMV inh: 0

Results for COc1cccc(C(=O)Nc2cccc(-c3ccc4nncn4n3)c2)c1OC ?
LmPK inh: -10%; AmpC inh no detg: 1%; Tb PYK inh: -12%; Sm TGR block: -20%; AMA1-RON2 inh: -7%; AmpC detergent: 2%; HCMV inh: 14

What do the screens show for `CCCCN(C(=O)c1ccc2c(c1)OCO2)c1ccccc1`?
LmPK inh: 4%; AmpC inh no detg: -18%; Tb PYK inh: -7%; Sm TGR block: 11%; AMA1-RON2 inh: 1%; AmpC detergent: 2%; HCMV inh: inconclusive

What do the screens show for `CC(c1ccco1)N(C(=O)c1cccs1)c1ccccn1` (stereo unspecified)?
LmPK inh: -1%; AmpC inh no detg: 1%; Tb PYK inh: -8%; Sm TGR block: -3%; AMA1-RON2 inh: 1%; AmpC detergent: -1%; HCMV inh: -28

Results for CCN(CC)C(=O)n1cnc(-c2ccccc2)c1-c1ccccc1 ?
LmPK inh: 2%; AmpC inh no detg: 56%; Tb PYK inh: -8%; Sm TGR block: -6%; AMA1-RON2 inh: -4%; AmpC detergent: 0%; HCMV inh: -38

How did COc1cccc(NS(=O)(=O)c2cc(-c3cnc(C4CC4)o3)ccc2C)c1 do in these assays?
Tb PYK inh: 4%; Sm TGR block: 3%; AmpC detergent: 13%; HCMV inh: -89*

What do the screens show for `CCSCCc1nnc(NC(=O)Nc2cccc(C(F)(F)F)c2)s1`?
LmPK inh: 0%; AmpC inh no detg: -27%; Tb PYK inh: 0%; Sm TGR block: -1%; AMA1-RON2 inh: -1%; AmpC detergent: -18%; HCMV inh: -83*

What do the screens show for `O=C(Cn1cc2c(n1)CCCCC2)Nc1ccccc1Br`?
LmPK inh: -1%; AmpC inh no detg: -7%; Tb PYK inh: -5%; Sm TGR block: 10%; AMA1-RON2 inh: 1%; AmpC detergent: 2%; HCMV inh: 0

What do the screens show for `O=C(O)c1ccc(-n2nnnc2Oc2ccccc2C(=O)N2CCOCC2)cc1`?
LmPK inh: -6%; AmpC inh no detg: -18%; Tb PYK inh: 4%; Sm TGR block: 0%; AMA1-RON2 inh: -8%; AmpC detergent: 0%; HCMV inh: 32

Results for CCS(=O)(=O)c1nc(S(=O)(=O)c2ccc(Cl)cc2)c(NCCN2CCOCC2)s1 ?
LmPK inh: 3%; AmpC inh no detg: 74%[activator]; Tb PYK inh: 2%; Sm TGR block: -23%; AMA1-RON2 inh: 6%; AmpC detergent: 2%; HCMV inh: -22

What do the screens show for `CC(C(=O)OCc1nnc(-c2ccccc2)o1)N1C(=O)C2CCCCC2C1=O` (stereo unspecified)?
LmPK inh: -4%; AmpC inh no detg: 15%; Tb PYK inh: -10%; Sm TGR block: -3%; AMA1-RON2 inh: 4%; AmpC detergent: 5%; HCMV inh: 9

How did Cc1ccc(CSCCNS(C)(=O)=O)cc1 do in these assays?
LmPK inh: -1%; AmpC inh no detg: -10%; Tb PYK inh: -4%; Sm TGR block: 0%; AMA1-RON2 inh: -6%; AmpC detergent: 1%; HCMV inh: -23

Results for Cc1ccc(NC(=S)NNc2ncc(C(F)(F)F)cc2Cl)cc1 ?
LmPK inh: -6%; AmpC inh no detg: -17%; Tb PYK inh: -6%; Sm TGR block: 6%; AMA1-RON2 inh: 38%[activator]; AmpC detergent: 4%; HCMV inh: -26

How did O=C(O)c1ccc2c(=O)[nH]c(CCl)nc2c1 do in these assays?
LmPK inh: 3%; AmpC inh no detg: -8%; Tb PYK inh: -7%; Sm TGR block: -26%; AMA1-RON2 inh: 57%[activator]; AmpC detergent: 5%; HCMV inh: 16

Results for c1ccc(CCCNCCCn2cnc3c(OCc4ccccc4)ncnc32)cc1 ?
Tb PYK inh: 7%; AMA1-RON2 inh: -3%; HCMV inh: -18

What do the screens show for `COc1cc2c(cc1NC(=O)Nc1ccc(C)cc1)oc1ccccc12`?
LmPK inh: 2%; AmpC inh no detg: -43%; Tb PYK inh: 2%; Sm TGR block: -1%; AMA1-RON2 inh: -20%; AmpC detergent: -1%; HCMV inh: 22

What do the screens show for `NS(=O)(=O)c1cccc(NC(=O)Cn2nc(C(=O)O)c3ccccc3c2=O)c1`?
LmPK inh: 13%; AmpC inh no detg: -32%; Tb PYK inh: 0%; Sm TGR block: 6%; AMA1-RON2 inh: 26%; AmpC detergent: inconclusive; HCMV inh: -32

Results for CCCOc1ccccc1C1NC(=O)NC(C)=C1C(=O)OCCOCC (stereo unspecified) ?
LmPK inh: 1%; AmpC inh no detg: -17%; Tb PYK inh: 1%; Sm TGR block: 0%; AMA1-RON2 inh: -4%; AmpC detergent: -19%; HCMV inh: 1

How did O=C(Nc1nc(C2C3CC4CC(C3)CC2C4)cs1)c1cc2cc([N+](=O)[O-])ccc2oc1=O (stereo unspecified) do in these assays?
LmPK inh: 0%; AmpC inh no detg: -35%; Tb PYK inh: -5%; Sm TGR block: -2%; AMA1-RON2 inh: 14%; AmpC detergent: -14%; HCMV inh: 14

What do the screens show for `O=C(CCc1nc2ccccc2c(=O)[nH]1)Nc1cccc(S(=O)(=O)N2CCCCC2)c1`?
AmpC inh no detg: -32%; Tb PYK inh: 5%; Sm TGR block: -6%; AMA1-RON2 inh: 1%; AmpC detergent: 0%; HCMV inh: -17

How did CS(=O)(=O)N(CC(=O)Nc1ccc(F)cc1)C1CCCCC1 do in these assays?
LmPK inh: 3%; AmpC inh no detg: -13%; Tb PYK inh: 1%; Sm TGR block: -8%; AMA1-RON2 inh: 30%; AmpC detergent: -6%; HCMV inh: -25

How did CCCc1noc(-c2ccc(NCc3ccc(C)cc3)c([N+](=O)[O-])c2)n1 do in these assays?
Tb PYK inh: -6%; Sm TGR block: 0%; AmpC detergent: 33%[activator]; HCMV inh: -4

Results for COc1ccc(CCCc2nnc(SCC(=O)Nc3ccc(OC)cc3)o2)cc1 ?
LmPK inh: -4%; AmpC inh no detg: -25%; Tb PYK inh: -9%&-14%; Sm TGR block: -1%&-6%; AMA1-RON2 inh: -5%; AmpC detergent: -1%&-6%; HCMV inh: 62&-16

How did CC(=O)c1cccc(-c2ccnc3c2CC(C(=O)Nc2ccccc2)O3)c1 (stereo unspecified) do in these assays?
Tb PYK inh: 2%; AMA1-RON2 inh: 0%; HCMV inh: -27

Results for Cc1ccc(NC(=O)CCC(=O)c2ccc(F)cc2)cc1Cl ?
LmPK inh: -4%; AmpC inh no detg: -37%; Tb PYK inh: 1%; Sm TGR block: 7%; AMA1-RON2 inh: -1%; AmpC detergent: -2%; HCMV inh: -16

What do the screens show for `COCCOC(=O)/C=C1/NC(=O)CS1`?
LmPK inh: -2%; AmpC inh no detg: -16%; Tb PYK inh: 6%; Sm TGR block: 2%; AMA1-RON2 inh: 0%; AmpC detergent: 2%; HCMV inh: 33

Results for O=C(CCN1CCN(c2ccccc2F)CC1)Nc1ccccc1F ?
LmPK inh: -7%; AmpC inh no detg: 24%; Tb PYK inh: -1%; Sm TGR block: 8%; AMA1-RON2 inh: -3%; AmpC detergent: -8%; HCMV inh: -2

Results for COc1ccc(S(=O)(=O)N2CCC(N3CCN(Cc4ccccc4)CC3)CC2)cc1 ?
LmPK inh: -4%; AmpC inh no detg: 13%; Tb PYK inh: 13%; Sm TGR block: -27%; AMA1-RON2 inh: -13%; AmpC detergent: 3%; HCMV inh: 32

What do the screens show for `O=S(=O)(Nc1cccc(-c2nc3cccnc3s2)c1)c1cccs1`?
LmPK inh: -4%; AmpC inh no detg: -44%; Tb PYK inh: -5%; Sm TGR block: 11%; AMA1-RON2 inh: 4%; AmpC detergent: 1%; HCMV inh: 2

Results for CCOc1ccccc1NC(=O)c1c2c(nc3ccccc13)C(=O)N(C1CCCCC1)C2 ?
Tb PYK inh: 0%; Sm TGR block: -1%; AmpC detergent: 21%; HCMV inh: -13

How did Cn1c(=O)c2c(ncn2CC(=O)OCC(=O)Nc2ccccc2)n(C)c1=O do in these assays?
LmPK inh: -3%; AmpC inh no detg: -10%; Tb PYK inh: -1%; Sm TGR block: 8%; AMA1-RON2 inh: -8%; AmpC detergent: -2%; HCMV inh: 14

How did O=[N+]([O-])c1cc(-c2ncccn2)cs1 do in these assays?
LmPK inh: 0%; AmpC inh no detg: -26%; Tb PYK inh: 3%; Sm TGR block: -5%; AMA1-RON2 inh: -6%; AmpC detergent: -13%; HCMV inh: -23
